# Rpn11 block: blocks the human proteasome subunit Rpn11 | O00487 | human 26S proteasome, Ub4-pepOG fluorescence polarization; 20S core pre-blocked with epoxomicin | calls only at 20 µM | 360,000 compounds, 0.59% hits;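 active = inhibition at 20 µM, scaled to each plate's controls, above about 33%, limit read from the data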
# Target sequence (O00487 whole entry, looked up): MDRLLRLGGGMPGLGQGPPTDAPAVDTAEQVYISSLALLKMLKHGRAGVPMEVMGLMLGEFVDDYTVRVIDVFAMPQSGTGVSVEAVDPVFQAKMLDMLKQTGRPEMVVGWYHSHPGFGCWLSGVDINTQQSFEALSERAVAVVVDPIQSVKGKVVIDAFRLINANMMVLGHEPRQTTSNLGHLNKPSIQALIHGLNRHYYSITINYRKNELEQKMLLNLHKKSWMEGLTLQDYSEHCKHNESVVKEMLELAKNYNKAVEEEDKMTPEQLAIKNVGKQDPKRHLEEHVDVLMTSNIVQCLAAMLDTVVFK
# STEP inh: STEP (human) phosphatase inhibition | inhibition, % at 20 µM | AID 588621 | P54829 | recombinant STEP, OMFP fluorogenic substrate, fluorescence | 360,000 compounds, 0.25% hits;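 active = inhibition at 20 µM, scaled per plate between control wells, above about 37%, limit read from the data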;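 also: 0% = DMSO with enzyme and substrate and 100% = substrate only without enzyme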
#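 Assay system: isolated STEP enzyme / Timing: 20 min at room temperature, dark / Doses: 20 µM, 1% DMSO / Technique: fluorescence intensity, excitation 480 nm, emission 540 nm / Reagent: fluorogenic phosphatase substrate OMFP at 25 µM final / Measure: percent inhibition scaled to no-enzyme and uninhibited-enzyme controls, plate-pattern corrected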
# CSN inh: inhibitors of human CSN-mediated cullin deneddylation; AID 651999; Q92905; Purified CSN, SCF-Nedd8-OG deneddylation, fluorescence polarization; 360,000 compounds, 0.38% hits; inhibition, % at 12.5 µM;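 active = pattern-corrected inhibition above about 35%, with an unprinted fluorescence ratio check between 0.5 and 1.5, limit read from the data, passing the limit was not always enough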;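 also: 0% = enzyme with substrate and 100% = substrate without enzyme; some results filed as inactive read as strong as hits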
# Target sequence (Q92905 whole entry, looked up, one chain of several): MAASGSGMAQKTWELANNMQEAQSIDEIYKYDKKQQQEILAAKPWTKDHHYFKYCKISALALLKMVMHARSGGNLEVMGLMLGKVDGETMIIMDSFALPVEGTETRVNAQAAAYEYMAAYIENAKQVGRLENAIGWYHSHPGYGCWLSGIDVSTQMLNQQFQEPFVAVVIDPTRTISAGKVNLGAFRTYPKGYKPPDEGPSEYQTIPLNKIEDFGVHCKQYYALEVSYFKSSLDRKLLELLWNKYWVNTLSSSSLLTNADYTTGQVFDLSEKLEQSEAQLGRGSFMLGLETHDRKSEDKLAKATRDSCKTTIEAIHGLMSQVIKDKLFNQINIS
#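 Material: human Csn5 produced in HEK293T cells; Input: enzyme 0.24 nM; Reagent: SCFSkp2-Nedd8OG substrate at 10 nM final; Dosing: 12.5 µM compound; Incubation: 90 min reaction at room temperature; Detection: fluorescence polarization of the substrate; Evaluation: % inhibition of substrate cleavage by Csn5; Control set: substrate-only high control, full reaction low control.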
# TbMetRS inhib: Trypanosoma brucei MetRS inhibition; purified T. brucei MetRS, ATP depletion, Kinase-Glo luminescence; inhibition, % at 11.9 µM; 360,000 compounds, 0.4% hits;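 active = inhibition above a per-plate cutoff of the control wells' mean inhibition plus 3 SD, cut at about 5.5% in these data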;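 also: 0% = DMSO wells median and 100% = median of wells with control inhibitor compound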
#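 Dosing: 11.9 µM compound single dose, 0.9% DMSO; Assay system: purified T. brucei MetRS enzyme; Measured by: Kinase-Glo luciferase luminescence reporting remaining unconsumed ATP; Schedule: 15 min plus 2 h at 25 °C.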
# DNMT1 block: DNMT1 (human) enzyme inhibition; inhibition (reported as % activation of signal), % at 10 µM; P26358; AID 588458; DNMT1 molecular beacon, Hinp1I cleavage, fluorescence; 360,000 compounds, 0.83% hits; in the data active = inhibition above about 50%
# Scp-1 inhibitor: blocks human Scp-1 phosphatase activity. Recombinant Scp1, phosphopeptide, malachite green phosphate absorbance. inhibition, % at 20 µM. 340,000 compounds, 0.88% hits. AID 493091;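 active = inhibition above about 50% at 20 µM, limit read from the data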;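 also: plate controls were DMSO wells with enzyme for no effect and wells lacking enzyme for full effect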
#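 System: SCP-1 catalytic domain; Reagent: Phospho 17-mer peptide substrate; Doses: one concentration, 20 µM, with 1.0% DMSO; Incubation: 45 min room-temperature reaction, 5 min colour, 30 min stabiliser; Signal: Phosphate-binding colour reagent, absorbance read at 630 nm.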
# MsrA inhibitor: inhibitors of bovine MsrA; purified bovine MsrA, absorbance read-out; 360,000 compounds, 0.75% hits; inhibition, % at 15.5 µM; in the data active = inhibition above about 4.5%;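 also: 0% = vehicle wells with enzyme and 100% = reference inhibitor wells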
# LMPTP block: LMPTP (human) inhibition; P24666; recombinant LMPTP-A, OMFP fluorogenic substrate, fluorescence intensity; inhibition, % at 20 µM; 360,000 compounds, 0.22% hits; AID 651560;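 active = compounds that cut the enzyme signal by at least half of the control window in the single-dose screen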;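 also: plate controls were DMSO wells with enzyme plus substrate for no effect and substrate without enzyme for full effect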
# Target sequence (P24666 whole entry, looked up): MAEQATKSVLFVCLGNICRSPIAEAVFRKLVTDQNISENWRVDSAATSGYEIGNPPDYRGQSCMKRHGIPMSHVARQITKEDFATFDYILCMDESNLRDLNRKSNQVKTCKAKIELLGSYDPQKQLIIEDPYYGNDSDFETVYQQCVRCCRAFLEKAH
#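 Test system: LMPTP-A phosphatase enzyme; input: 0.625 nM LMPTP-A final; reagent: OMFP substrate, 400 µM final; compound dosing: 20 µM single dose, 3% DMSO; incubation: 50 min dark incubation at room temperature; measured by: endpoint fluorescence intensity from OMFP dephosphorylation; measure: % inhibition relative to no-enzyme and uninhibited control wells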
# SUMO1 PPI mod: SUMO1-SIM interaction modulation | P63165 | SUMO1 binding to a labelled peptide, TR-FRET, 1 h | inhibition, % at 20 µM | 360,000 compounds, 0.33% hits | AID 602429; in the data active = inhibition above about 37%
# Target sequence (P63165 whole entry, looked up): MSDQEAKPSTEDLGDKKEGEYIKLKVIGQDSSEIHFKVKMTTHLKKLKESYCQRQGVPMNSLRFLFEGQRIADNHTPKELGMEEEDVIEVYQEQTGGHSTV
# NadD block: NadD (S. aureus) enzyme inhibition. inhibition, % at 20 µM. purified NadD enzyme, colorimetric absorbance read-out. AID 602399. 360,000 compounds, 0.78% hits; in the data active = inhibition above about 26%; also: some compounds past the cut are filed as inactive
# The depositor's hits bear a star; i = inactive; x = no result given. This is a random part of the collection, and some 3.9% of all compounds hit somewhere here.
SMILES,Rpn11 block,STEP inh,CSN inh,TbMetRS inhib,DNMT1 block,Scp-1 inhibitor,MsrA inhibitor,LMPTP block,SUMO1 PPI mod,NadD block
COC(=O)Cn1c2ccc(C)cc2c2nc(C)sc21,i,-0.2,4.4,-1.3,-13.1,5.7,0.8,1.9,5.4,6.5
CSc1nc(-c2ccccc2)nc(N2CCN(C)CC2)c1C(C)=O,i,2.5,-5.9,-1.4,-2.0,-3.1,1.3,-0.4,-2.1,-8.0
CCOC(=O)[C@]12CCCC=C1N(Cc1ccc(Cl)cc1Cl)C(=O)[C@H](CC(=O)N1CCN(C(=O)c3ccco3)CC1)C2,x,x,-3.3,-0.2,x,x,0.1,1.8,6.0,1.2
C=CCSc1nc2c(cnn2-c2ccccc2)c(=O)n1N,i,1.0,-0.1,0.1,-0.9,2.3,0.4,1.0,5.2,-1.6
Cc1ccccc1C1CC(=O)c2ccccc2C1C (centres undefined),i,4.6,1.0,-0.3,3.8,0.5,1.5,2.3,3.5,-3.7
COc1cc(=O)n2c(n1)SCCC2,i,-1.7,4.8,-1.7,-1.7,-2.0,-0.5,-0.5,3.8,-2.4
O=C(Cn1c(=O)oc2ccccc21)NCC1COc2ccccc2O1 (centres undefined),i,-3.0,-4.9,-0.4,0.1,-6.9,-0.9,0.5,-0.9,-3.6
CC(C)(C)NC(=O)c1ccccc1NC(=O)c1ccc2c(c1)OCO2,i,7.6,-3.1,-0.6,-7.0,-9.1,-0.3,-0.4,3.0,-5.9
Cc1c(C(=O)NC2CCCc3ccccc32)oc2ccc(S(=O)(=O)N3CCCCC3)cc12 (centres undefined),i,-1.4,1.3,0.5,19.5,-10.7,-1.2,-0.6,2.3,10.3
Cc1ccc(C(=O)COC(=O)CNC(=O)COc2ccccc2C)cc1C,i,1.5,2.4,-0.7,-1.5,-4.0,-0.7,-0.2,-0.2,-1.5
CCCCCCCCN1C(=O)N(C)C(N(O)C(=O)NC)C1(C)C (centres undefined),i,0.5,-1.1,-1.0,-3.5,0.3,x,-0.2,1.4,-0.9
CCCCCCCCC1=NCCc2c1[nH]c1ccccc21,i,0.3,7.9,49.4*,13.0,-2.5,-0.5,2.4,-63.1,12.6
COc1ccc(C2=NN(C(=O)c3ccccc3)C(c3ccc(OC)c(OC)c3)C2)cc1OC (centres undefined),i,-0.3,3.6,-1.6,-3.4,-0.9,-0.6,-0.1,-9.9,0.2
COc1ccccc1/C=C/c1nc2ccccc2c(=O)o1,i,-3.2,3.6,-1.1,-5.5,-7.0,1.1,0.8,-6.8,-7.9
C=CCNC(=S)NNC(=O)c1ccc(OC(C)C)cc1,i,0.6,-3.6,-0.2,1.2,-4.0,0.7,-1.5,0.5,0.0
O=S1(=O)N=C(N/N=C/C=C/c2ccccc2)c2ccccc21,i,0.4,0.9,-0.2,1.9,-1.2,6.8*,-0.7,-13.8,11.0
C=CCc1c(C)nc(C)nc1N/N=C/c1ccccc1O,i,-2.5,12.5,-0.5,-1.4,-7.7,4.4,4.8,-2.3,-4.5
CCOc1ccccc1N1C(=O)CC(Sc2ccccc2N)C1=O (centres undefined),i,-3.3,3.3,-0.2,-0.6,x,-0.2,0.0,6.4,2.2
C=C(C)CNC(=S)Nc1cccc(S(=O)(=O)NC2=NCCC2)c1,i,-2.5,-0.8,-0.1,0.2,-9.6,0.3,0.7,6.6,1.1
Cc1cccc(NC(=O)CCC(=O)c2cccs2)n1,i,2.5,3.0,-0.7,3.0,1.4,0.3,-0.1,-6.5,2.2
O=[N+]([O-])c1ccc2nc(C(O)C(O)c3nc4ccc([N+](=O)[O-])cc4[nH]3)[nH]c2c1 (centres undefined),i,-0.8,-0.9,0.7,-7.1,2.4,2.4,-0.9,-11.4,-0.9
O=C(Nc1nnc(C2CCCCC2)s1)c1cccs1,i,1.2,-2.4,-1.6,-2.3,4.4,-0.9,-0.6,0.0,3.5
COc1ccc(CCC(=O)N(C)CC(=O)Nc2ccc(N3CCOCC3)cc2)cc1,i,-2.4,-4.9,0.0,-0.6,-10.6,-1.5,-1.5,2.0,-2.4
Cc1cccc(-c2nnc(SCC#N)n2-c2ccccc2)c1,i,-0.2,-0.3,-0.2,1.0,2.5,1.1,-0.4,-4.0,3.1
COc1cc(C(=O)NNC(=O)c2ccc(NC(C)=O)cc2)cc(OC)c1OC,i,0.9,-2.3,-0.9,4.8,-3.4,-0.4,6.2,-1.4,-0.5
# The list continues.
SMILES,Rpn11 block,STEP inh,CSN inh,TbMetRS inhib,DNMT1 block,Scp-1 inhibitor,MsrA inhibitor,LMPTP block,SUMO1 PPI mod,NadD block
CC(C)=C1SC(N2CCN(c3cccc(C(F)(F)F)c3)CC2)=NC1=O,i,1.2,5.3,-0.7,0.6,-1.2,-0.8,0.6,-2.3,4.1
CC(O)(c1cccc(F)c1)c1nc(-c2ccc3ccccc3c2)cs1 (centres undefined),i,-3.7,-1.7,-0.1,-14.9,x,-0.2,3.5,2.8,-6.9
Cc1cc(C)nc(SCCCNCc2c(F)cccc2Cl)n1,i,-3.2,5.7,-0.3,-14.4,1.2,-0.3,-1.2,3.4,0.6
CCOc1ccc(NS(=O)(=O)c2ccc(NS(C)(=O)=O)cc2)cc1,i,-2.6,1.4,-0.1,2.8,-3.0,-1.0,0.7,4.0,-3.1
CCCN1C(=O)/C(=C\C=C2\N(CC)c3ccccc3C2(C)C)SC1=S,x,-99.4,-104.6,-0.6,3.0,2.2,-0.2,13.1,-44.9,7.7
CCN(CC)C(=O)Cn1cc(S(=O)(=O)CC(=O)NCCc2ccc(OC)c(OC)c2)c2ccccc21,i,3.0,2.6,-0.4,-0.3,7.2,1.2,-0.3,2.6,-2.6
NS(=O)(=O)c1cccc(NC(=O)CCN2C(=O)C3CCCCC3C2=O)c1 (centres undefined),i,-4.9,2.7,-0.5,3.6,-6.1,-0.2,-0.5,-8.4,-2.0
CC(=O)Oc1c(C)c(=O)n(C)c2ccccc12,i,2.7,9.5,-0.9,-2.4,-4.9,1.7,-2.0,2.5,-3.2
CCOC(=O)C1CCCN(S(=O)(=O)c2ccc3c(c2)NC(=O)CO3)C1 (centres undefined),i,-0.6,-4.3,0.3,0.5,-1.7,1.1,-0.1,-3.7,2.1
CC(=O)C1=C(C)Nc2ncnn2C1c1ccc(O)cc1 (centres undefined),i,0.8,2.8,-0.7,-0.2,-9.7,0.6,0.1,17.0,1.5
Cc1ccc(NC(=O)CSc2nnc(CNC(=O)c3ccco3)n2C)cc1,i,-1.1,-3.1,-0.4,1.8,9.8,-1.8,-0.7,0.8,2.2
CCN1CCCC1CNC(=O)c1c(O)c2c([nH]c1=O)CCCC2 (centres undefined),i,7.1,0.8,-0.8,1.2,-9.2,-0.5,5.7,0.2,-2.5
O=c1c([N+](=O)[O-])c(N2CCCC2)c2ccccc2n1-c1ccccc1,i,1.0,-0.5,-0.1,-0.7,-6.5,0.7,-0.3,-11.6,6.6
CC(Cc1cccs1)NC(=O)Nc1ccc(Cl)cc1 (centres undefined),i,-1.1,-5.6,0.1,-2.8,0.2,-0.3,-0.3,1.5,-0.4
O=C(Cc1ccon1)c1ccc(O)cc1O,i,1.2,-5.5,0.1,-0.2,-10.0,3.2,-0.7,-1.5,0.5
Cc1sc(NC(=O)c2ccccc2)c(C(=O)NCCN(C)C)c1C,i,0.4,6.4,-1.5,1.6,-0.1,0.5,-1.4,0.2,-4.6
Oc1ccccc1-c1nc(NCc2ccccc2)c2ccccc2n1,i,-6.0,7.1,-1.0,-2.8,4.2,-1.3,3.2,-117.0,4.3
O=C(CN1C(=O)c2ccccc2C1=O)NCc1ccc(C(=O)O)cc1,i,0.2,-0.1,0.2,-0.4,-1.8,-0.9,-0.3,-8.2,-2.3
CC(C)CCOC(=O)C1C2C=CC3(CN(Cc4cccs4)C(=O)C13)O2 (centres undefined),i,-1.4,1.5,0.2,0.1,-8.0,0.3,0.1,3.5,3.7
O=C(NC(Cc1ccccc1)C(=O)O)/C(=C\c1cccc([N+](=O)[O-])c1)NC(=O)c1ccco1 (centres undefined),i,-1.9,-0.1,-0.7,3.9,-2.4,1.4,-0.8,-18.2,-0.5
COc1cccc(/C=C/C(=O)OCC(=O)c2ccc3c(c2)NC(=O)CO3)c1OC,i,-0.7,0.5,-0.9,-1.7,-9.1,0.5,-0.1,3.5,0.2
O=P(O)(O)c1ccccc1OCc1ccccc1,i,1.5,0.5,-1.2,4.0,-0.6,-0.3,0.3,-1.7,6.5
CCN(CC)C(=O)c1oc2ccc(S(=O)(=O)N3CC(C)CC(C)C3)cc2c1C (centres undefined),i,4.7,1.2,-0.5,0.7,-4.7,-1.0,2.1,4.6,-4.0
CC1(C)CC(=O)C(C=NCCN2CCN(C(=S)Nc3ccc(F)cc3)CC2)=C(O)C1,i,-0.4,-3.7,-1.5,1.2,-4.3,1.3,-1.7,0.0,-4.7
Cc1cc(C(=O)Nc2ccc(C(=O)O)cc2)c(C)o1,i,0.8,0.9,-0.4,1.0,-1.4,-0.6,0.2,-2.3,0.1
Cc1cccc(C)c1NC(=O)C1(C)CSCC(=O)N1Cc1cccc(F)c1 (centres undefined),x,x,3.0,-0.7,x,x,-1.2,0.0,0.2,x

# Whole records as entered above. Screens in order: Rpn11 block, STEP inh, CSN inh, TbMetRS inhib, DNMT1 block, Scp-1 inhibitor, MsrA inhibitor, LMPTP block, SUMO1 PPI mod, NadD block
# Listed for Cc1ccc(NC(=O)CSc2nnc(CNC(=O)c3ccco3)n2C)cc1 = i, -1.1, -3.1, -0.4, 1.8, 9.8, -1.8, -0.7, 0.8, 2.2
# Listed for Cc1cc(C)nc(SCCCNCc2c(F)cccc2Cl)n1 = i, -3.2, 5.7, -0.3, -14.4, 1.2, -0.3, -1.2, 3.4, 0.6
# Listed for Cc1cccc(C)c1NC(=O)C1(C)CSCC(=O)N1Cc1cccc(F)c1 (centres undefined) = x, x, 3.0, -0.7, x, x, -1.2, 0.0, 0.2, x
# Listed for CCN(CC)C(=O)Cn1cc(S(=O)(=O)CC(=O)NCCc2ccc(OC)c(OC)c2)c2ccccc21 = i, 3.0, 2.6, -0.4, -0.3, 7.2, 1.2, -0.3, 2.6, -2.6
# Listed for CC(C)CCOC(=O)C1C2C=CC3(CN(Cc4cccs4)C(=O)C13)O2 (centres undefined) = i, -1.4, 1.5, 0.2, 0.1, -8.0, 0.3, 0.1, 3.5, 3.7

# Screens as filed in PubChem BioAssay.
